Bioassay records (PubChem BioAssay)
RORg inh: inhibitors of mouse ROR gamma transcriptional activity | P51450 | Drosophila S2 Gal4-RORgamma UAS-luciferase reporter, 20 h | Potency, µM (highest dose often 53.6 µM), for inactives: top-dose activity change, negative = inhibition, actives largely listed as inhibitors | AID 2551 | hit rate 5.4% among 310,000; further: potency means the concentration at half of the fitted maximal effect; on the % scale 0 is the no-effect control and ±100 the full control effect; nearly all actives have a fitted effect of over 60% in size
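Read-out: Photinus luciferase luminescence; inhibitors lower reporter signal. Insect Schneider cells with Gal4-ROR gamma fusion under metallothionein promoter, UAS reporter; 700 uM final copper sulfate induction, 20 hr, ambient temperature.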
NPC1 promoter act: activates the NPC1 promoter | Huh7 NPC1 promoter luciferase reporter, 24 h | Potency, µM (doses to about 9.22 µM), without a hit: at the highest dose activation, most hits filed as activators | hit rate 2.4% among 320,000 | AID 485313;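 further: potency means the concentration at half of the fitted maximal effect; % of control where 0% means no effect; nearly all actives have a fitted effect of over 60% in size; reporter is driven by a mutant NPC1 promoter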
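Quantitative HTS used a cell-based reporter: Huh7 cells stably bearing the NPC1 promoter upstream of luciferase were treated with compounds for 24 h, and promoter activation was read as luminescence.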
ELG1 repair inh: blocks ELG1-dependent DNA repair in HEK293T cells | Potency, µM (doses to about 46.1 µM), for the others: at the top dose activity change, negative = inhibition, hits mostly inhibitors | HEK293T ELG1-luciferase reporter, luminescence, 16 h; DNA damage induced by 5-fluorouridine | hit rate 2.3% among 330,000 | AID 504467; further: potency means the concentration at half of the fitted maximal effect; on the % scale 0 is the no-effect control and ±100 the full control effect; nearly all actives have a fitted effect of over 55% in size
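In this reporter screen, reduction of luminescence relative to DMSO vehicle indicated activity. Compounds and 5-fluorouridine were added together to 2,000 cells per well, incubated for 16 hr at 37 °C, then developed with ONE-Glo.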
VP16 counter: counter-screen for ROR gamma inhibitors: Gal4-VP16 reporter | Drosophila S2 Gal4-VP16 UAS-luciferase, luminescence, 20 h | Potency, µM (doses to about 53.6 µM), inactives show at the highest dose activity, negative = inhibition, actives largely listed as inhibitors | hit rate 3.5% among 310,000;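 further: Gal4-VP16 expression switched on by copper sulfate through the metallothionein promoter; potency means the concentration at half of the fitted maximal effect; on the % scale 0 is the no-effect control and ±100 the full control effect; nearly all actives have a fitted effect of over 50% in size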
PKM2 act: increases activity of human pyruvate kinase M2; P14618; purified PKM2, Kinase-Glo ATP luminescence, activation; response scale: 0% is enzyme alone, no compound; Potency, µM (highest dose often 57.5 µM), for inactives: at the top dose activation, actives largely listed as activators; hit rate 0.34% among 260,000; further: potency means the concentration at half of the fitted maximal effect; on the % scale 0 is the no-effect control and ±100 the full control effect; nearly all actives have a fitted effect of over 55% in size
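ATP formation by purified human PK-M2, quantified via coupled luciferase luminescence after 1 h at room temperature with 0.1 mM ADP and 0.5 mM PEP final.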
KCNH2 3.1 block: inhibitors of human KCNH2 3.1 potassium channel isoform | U2OS KCNH2 3.1, thallium flux FluxOr; active compounds read low | hit rate 0.95% among 340,000 | activity change, % (tested at about 1.8 µM) | AID 720553;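 active means maximum activity change below -70%; inconclusive means maximum activity change from -70% to -50%; inactive means maximum activity change above -50%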;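 further: thallium influx rate constant from kinetic fluorescence after stimulation buffer; on the % scale 0 is the no-effect control and ±100 the full control effect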
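Thallium flux via FluxOr fluorescence (Red40 quencher, 45 min loading) in U2OS cells virally expressing the KCNH2 3.1 isoform (1.77 x 10^8 /mL virus, overnight at 37 C). Rate constants from 2-min kinetic reads post-stimulation, normalised to positive and negative controls.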
FLuc modulator: firefly luciferase modulation, counter-screen for miR-21 project | P08659 | Potency, µM (titrated, usually from 57.5 µM), for the others: at the highest dose activity change, negative = inhibition, hits mostly inhibitors | purified FLuc, Km substrates, luminescence inhibition | hit rate 6.9% among 360,000;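 further: potency means the concentration at half of the fitted maximal effect; plate controls were vehicle for no effect and reference inhibitor for full effect; nearly all actives have a fitted effect of over 55% in size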
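Biochemical qHTS of compounds, final roughly 60 µM downward over six points, against 10 nM purified firefly luciferase using Km concentrations of substrates (10 uM D-luciferin, 10 uM ATP) in Tris acetate pH 7.5 buffer; luminescence output.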
Rab9 prom act: Rab9 promoter activation. Huh7 Rab9 promoter-luciferase reporter, luminescence, 24 h. Potency, µM (doses to about 9.22 µM), without a hit: at the highest dose activation, negative = inhibition, actives largely listed as activators. hit rate 2.8% among 320,000; further: potency means the concentration at half of the fitted maximal effect; % of control where 0% means no effect; nearly all actives have a fitted effect of over 60% in size
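Stable Rab9-luc Huh7, 1500 cells/well, 2 h settle; cmpd in DMSO, 24 h, 37 °C/5% CO2; luciferase reagent 10 min RT; luminescence.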
MBNL1 CUG block: MBNL1-poly(CUG) RNA binding inhibition; TR-FRET MBNL1-His/biotin-(CUG)12 binding, 665/545 ratio; Potency, µM (highest dose often 57.5 µM), inactives show top-dose activity change, negative = inhibition, hits mostly inhibitors; hit rate 0.036% among 280,000; AID 2675; active means well fitted inhibition curve with a large enough effect in the signal ratio, with a control signal flat, not every such curve was filed as active; inconclusive means small, poorly fitted or top-dose-only effect, or effect the other way, or a change in a side signal; inactive means no such curve, though single readings can be large or run the other way; the % refers to the signal ratio; further: potency means the concentration at half of the fitted maximal effect; on the % scale 0 is the no-effect control and ±100 the full control effect
Target sequence (Q9NR56 whole entry, looked up): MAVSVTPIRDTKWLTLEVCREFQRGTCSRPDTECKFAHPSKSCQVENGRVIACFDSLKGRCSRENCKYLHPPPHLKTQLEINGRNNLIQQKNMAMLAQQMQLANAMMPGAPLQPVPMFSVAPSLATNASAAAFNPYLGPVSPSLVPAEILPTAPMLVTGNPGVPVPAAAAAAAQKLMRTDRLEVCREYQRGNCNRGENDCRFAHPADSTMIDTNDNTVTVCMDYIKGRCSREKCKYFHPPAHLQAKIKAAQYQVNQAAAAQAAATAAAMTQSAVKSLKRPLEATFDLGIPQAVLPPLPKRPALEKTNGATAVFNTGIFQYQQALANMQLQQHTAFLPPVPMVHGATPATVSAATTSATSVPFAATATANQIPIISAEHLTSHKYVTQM
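Inhibition of protein-RNA binding appears as loss of TR-FRET between terbium anti-His antibody on MBNL1-His and streptavidin-XL665 on biotin-(CUG)12. Activity is normalized to buffer-only and uninhibited-complex controls.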
Menin-MLL TR inh: menin-MLL binding inhibition, Texas Red mutant peptide. O00255. Menin + Texas Red MLL mutant peptide, fluorescence polarization. Potency, µM (titrated, usually from 61.6 µM), without a hit: at the highest dose FP activity change, negative = inhibition, hits mostly inhibitors. hit rate 0.23% among 270,000. AID 1768; active means well fitted inhibition curve with a large enough effect in the polarisation, with a control signal flat, not every such curve was filed as active; inconclusive means small, poorly fitted or top-dose-only effect, or effect the other way, or a change in a side signal; inactive means no such curve, though single readings can be large or run the other way; the % refers to the polarisation; further: potency means the concentration at half of the fitted maximal effect; % of control where 0% means no effect; many of its hits are not listed in these tables
Target sequence (O00255 whole entry, looked up): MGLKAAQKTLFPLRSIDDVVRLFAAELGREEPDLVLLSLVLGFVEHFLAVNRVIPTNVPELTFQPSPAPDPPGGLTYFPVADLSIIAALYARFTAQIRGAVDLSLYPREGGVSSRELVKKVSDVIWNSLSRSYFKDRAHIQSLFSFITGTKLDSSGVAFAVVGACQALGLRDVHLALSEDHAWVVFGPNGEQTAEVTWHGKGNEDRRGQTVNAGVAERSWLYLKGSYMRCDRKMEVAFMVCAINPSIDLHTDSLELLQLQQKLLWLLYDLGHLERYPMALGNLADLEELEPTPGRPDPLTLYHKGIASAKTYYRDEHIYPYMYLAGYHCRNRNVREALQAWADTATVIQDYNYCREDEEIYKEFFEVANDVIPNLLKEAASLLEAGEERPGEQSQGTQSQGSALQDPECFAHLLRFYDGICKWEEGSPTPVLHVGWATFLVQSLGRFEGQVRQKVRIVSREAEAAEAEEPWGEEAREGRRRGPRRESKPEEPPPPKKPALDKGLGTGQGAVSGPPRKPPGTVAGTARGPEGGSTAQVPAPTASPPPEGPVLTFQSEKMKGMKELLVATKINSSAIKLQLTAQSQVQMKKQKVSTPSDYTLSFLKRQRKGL
Mito fusion act: mitochondrial division inhibition or fusion activation. S. cerevisiae fusion-defective mutant growth rescue, CellTiterGlo 48 h. Potency, µM (titrated, usually from 46.1 µM), without a hit: top-dose growth rescue (activation), most hits filed as activators. hit rate 0.23% among 320,000. AID 485298;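 further: potency means the concentration at half of the fitted maximal effect; % of control where 0% means no effect; nearly all actives have a fitted effect of over 45% in size; temperature-sensitive fusion mutants such as fzo1-1 at 37 °C on non-fermentable ethanol glycerol medium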
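S. cerevisiae fusion-defective temperature-sensitive mutants (e.g. fzo1-1, mgm1-5) grown 48 h at 37C in YPEG (ethanol/glycerol non-fermentable) medium with 23 nl compound per well; growth rescue read as CellTiterGlo luminescence.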
Starred values were filed as active, the others as inactive; [ ] = dose if it differs, or a comment. Unless noted, the call rests on the fitted dose curve; in most records, active means well fitted curve in the direction sought with a large enough effect; inconclusive means small, poorly fitted or top-dose-only effect, or another doubt; inactive means no such curve, though single readings can be large; an effect the other way counts as inactive or inconclusive. The list is partial; rates above refer to the full screens.

What do the screens show for `COC(=O)c1ccccc1C(=O)N1CCC(CCC(=O)NC2CC2)CC1`?
RORg inh: 0%; NPC1 promoter act: -14%; ELG1 repair inh: inconclusive; VP16 counter: -3%; KCNH2 3.1 block: 0; FLuc modulator: 2%; Rab9 prom act: -2%; MBNL1 CUG block: -5%; Mito fusion act: 3%

What do the screens show for `COc1ccc(Cl)cc1S(=O)(=O)Nc1noc2ccccc12`?
RORg inh: -26%; NPC1 promoter act: -2%; ELG1 repair inh: -3%; VP16 counter: -1%; KCNH2 3.1 block: 5; FLuc modulator: 6%; Rab9 prom act: -1%[1.84 µM]; MBNL1 CUG block: -8%; Menin-MLL TR inh: 15%; Mito fusion act: 15%

How did O=C(O)COc1c(-c2ccc(Cl)cc2)oc2ccccc2c1=O do in these assays?
RORg inh: 3%; NPC1 promoter act: -3%; ELG1 repair inh: -1%; VP16 counter: -1%; PKM2 act: 1%; KCNH2 3.1 block: -12; FLuc modulator: -2%; Rab9 prom act: -1%; MBNL1 CUG block: inconclusive; Menin-MLL TR inh: 7%; Mito fusion act: 3%

Results for c1ccc(CN2CCOCCOCCOCC2)cc1 ?
RORg inh: -20%; NPC1 promoter act: 1%; ELG1 repair inh: 0%; VP16 counter: 10%; PKM2 act: 7%; KCNH2 3.1 block: -4; FLuc modulator: -1%; Rab9 prom act: -3%; MBNL1 CUG block: 8%; Mito fusion act: 0%

Results for Cc1c(CNC(=O)c2nn3c(c2Cl)NC(c2ccccc2)CC3C(F)(F)F)cnn1C (stereo not given) ?
RORg inh: 21%; NPC1 promoter act: -2%; ELG1 repair inh: -29%; VP16 counter: -1%; PKM2 act: 0%; KCNH2 3.1 block: -5; FLuc modulator: -1%; Rab9 prom act: 2%; MBNL1 CUG block: -6%; Menin-MLL TR inh: 1%; Mito fusion act: 2%

How did Cc1ccc(C)c(Cn2c(C(=O)OC(C)C)cc3c2ccn3C)c1 do in these assays?
RORg inh: 21%; NPC1 promoter act: 2%; ELG1 repair inh: -3%; VP16 counter: -4%; PKM2 act: 0%; KCNH2 3.1 block: -4; FLuc modulator: 1%; Rab9 prom act: 2%; MBNL1 CUG block: 13%; Menin-MLL TR inh: -19%; Mito fusion act: 0%

What do the screens show for `Fc1ccc(-n2cc(CNCCc3ccncc3)c(-c3ccccc3Cl)n2)cc1`?
RORg inh: -20%; NPC1 promoter act: -2%; ELG1 repair inh: -8%; VP16 counter: -5%; PKM2 act: 0%; KCNH2 3.1 block: 11; FLuc modulator: inconclusive; Rab9 prom act: -6%; MBNL1 CUG block: 2%; Menin-MLL TR inh: -28%; Mito fusion act: -4%

How did CCN(CC)c1ccc(/C=N/n2c(C)nc3ccccc3c2=O)cc1 do in these assays?
RORg inh: 21%; NPC1 promoter act: -4%; ELG1 repair inh: inconclusive; VP16 counter: -7%; KCNH2 3.1 block: 13; FLuc modulator: inconclusive; Rab9 prom act: -2%; MBNL1 CUG block: inconclusive; Menin-MLL TR inh: 4%; Mito fusion act: -3%

How did C#CCn1c(=NC(=O)c2ccc(Br)s2)sc2cc(NC(C)=O)ccc21 do in these assays?
RORg inh: -5%; NPC1 promoter act: 0%; ELG1 repair inh: 24%; VP16 counter: 1%; PKM2 act: -1%; KCNH2 3.1 block: -7; FLuc modulator: 0%; Rab9 prom act: 3%; Menin-MLL TR inh: 9%; Mito fusion act: -8%

Results for COc1ccc(CNC(=O)C2CCCN(S(=O)(=O)c3ccc(-n4cnnn4)cc3)C2)cc1 (stereo not given) ?
RORg inh: -2%; NPC1 promoter act: -4%; ELG1 repair inh: -3%; VP16 counter: -1%; PKM2 act: -7%; KCNH2 3.1 block: 11; FLuc modulator: 1%; Rab9 prom act: 1%; MBNL1 CUG block: 4%; Menin-MLL TR inh: 19%; Mito fusion act: -9%

What do the screens show for `O=C(CCc1ccc(O)c(O)c1)N/N=C/c1ccc2c(c1)OCO2`?
RORg inh: -43%; NPC1 promoter act: -7%; ELG1 repair inh: 5.8µM*; VP16 counter: inconclusive; PKM2 act: 0%; KCNH2 3.1 block: 25; FLuc modulator: inconclusive; Rab9 prom act: 0%; MBNL1 CUG block: inconclusive; Mito fusion act: -1%

What do the screens show for `CC(Oc1ccc(Cl)cc1Cl)C(=O)N(C)c1ccccc1` (stereo not given)?
RORg inh: 19%; NPC1 promoter act: -1%; ELG1 repair inh: 0%; VP16 counter: -1%; PKM2 act: -1%; KCNH2 3.1 block: 10; FLuc modulator: 4%; Rab9 prom act: 1%; MBNL1 CUG block: -2%; Menin-MLL TR inh: -6%; Mito fusion act: -2%

How did COC(=O)[C@]1(CC(C)C)N[C@H](c2ccc(-c3ccc(F)cc3)c(OC)c2)[C@@H]2C(=O)N(C)C(=O)[C@@H]21 do in these assays?
NPC1 promoter act: -1%; ELG1 repair inh: 4%; KCNH2 3.1 block: 2; FLuc modulator: 6%; Rab9 prom act: 1%; Mito fusion act: 24%

Results for Cc1cc(C)n2nc(CC(=O)NC3CCCCCCC3)nc2n1 ?
RORg inh: 13%; NPC1 promoter act: 3%; ELG1 repair inh: 6%; VP16 counter: 4%; PKM2 act: -1%; KCNH2 3.1 block: -10; FLuc modulator: 1%; Rab9 prom act: -4%; MBNL1 CUG block: -3%; Menin-MLL TR inh: 13%; Mito fusion act: -2%

How did COc1cccc(/C=N/NC(=O)c2[nH]c(C)c(C(=O)N/N=C/c3cccc(OC)c3O)c2C)c1O do in these assays?
RORg inh: -36%; NPC1 promoter act: -21%; ELG1 repair inh: inconclusive; VP16 counter: inconclusive; PKM2 act: 3%; KCNH2 3.1 block: 9; FLuc modulator: -4%[2.3 µM]; Rab9 prom act: -21%; MBNL1 CUG block: 5%; Menin-MLL TR inh: inconclusive; Mito fusion act: 5%

How did COc1ccc(-c2ccc(OC)c([C@H]3[C@H]4C=CC[C@@H](C)[C@@H]4C(=O)N3Cc3ccccc3)c2)cc1 do in these assays?
RORg inh: -15%; NPC1 promoter act: -9%; ELG1 repair inh: -3%; VP16 counter: -8%; PKM2 act: 0%; KCNH2 3.1 block: 3; FLuc modulator: -1%; Rab9 prom act: -4%; MBNL1 CUG block: -2%; Mito fusion act: -43%[inhibitor]

How did COc1ccccc1C(=O)N1CCCN(C(=O)c2ccccc2OC)CC1 do in these assays?
RORg inh: 30%; NPC1 promoter act: 0%; ELG1 repair inh: -18%; VP16 counter: 1%; PKM2 act: 0%; KCNH2 3.1 block: -5; FLuc modulator: 0%; Rab9 prom act: -1%; MBNL1 CUG block: 5%; Menin-MLL TR inh: 4%; Mito fusion act: -3%

Results for CC(=O)N1c2ccc(S(=O)(=O)N3CCCCC3)cc2CC1C(=O)NCc1cccc(Cl)c1 (stereo not given) ?
RORg inh: 37%; NPC1 promoter act: -5%; ELG1 repair inh: 0%; VP16 counter: 19%; KCNH2 3.1 block: -12; FLuc modulator: -2%; Rab9 prom act: -1%; MBNL1 CUG block: -2%; Mito fusion act: -2%

Results for COc1ccc(/C=N/N=C/c2ccc(OC)c(O)c2)cc1O ?
RORg inh: -17%; NPC1 promoter act: -1%; ELG1 repair inh: -15%; VP16 counter: -11%; PKM2 act: -17%; KCNH2 3.1 block: -2; FLuc modulator: 24µM*; Rab9 prom act: 3%; MBNL1 CUG block: inconclusive; Menin-MLL TR inh: -3%; Mito fusion act: -2%

How did CCOc1ccc(NC(=O)CSc2nnc(-c3ccccc3)n2N)cc1 do in these assays?
RORg inh: -1%; NPC1 promoter act: 14%; ELG1 repair inh: inconclusive; VP16 counter: -12%; PKM2 act: -16%; KCNH2 3.1 block: 11; FLuc modulator: -8%; Rab9 prom act: -3%; MBNL1 CUG block: -10%; Menin-MLL TR inh: -20%; Mito fusion act: -2%
